# Source: PubChem (Sanford-Burnham Center for Chemical Genomics)
# HKDC1 inhibitor: blocks human hexokinase HKDC1 activity; Q2TB90; recombinant HKDC1, G6PDH/diaphorase resazurin coupled fluorescence; inhibition, % at 20 µM; actives 0.16% (n = 340,000); AID 493160;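 active = inhibition above about 35% when tested at 20 µM, limit read from the data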;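 also: plate controls were DMSO wells with enzyme for no effect and DMSO wells lacking enzyme for full effect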
#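 Material: recombinant HKDC1 hexokinase; Amount: HKDC1 at 5 µg/mL; Medium: Tris pH 8.0 buffer with MgCl2, Tween-20, BSA, BME; Schedule: 90 min reaction incubation at room temperature, dark; Technique: coupled resazurin fluorescence, excitation 525 nm, emission 613 nm.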
# SENP6 block: blocks the human protease SENP6. Q9GZR1. Recombinant SENP6 catalytic domain, aminoluciferin luminescence. inhibition, % at 10 µM. actives 1.8% (n = 330,000);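 active = inhibition above about 50% at the single tested dose, limit read from the data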;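 also: plate controls were DMSO wells with enzyme for no effect and DMSO wells lacking enzyme for full effect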
# SENP8 block-1: inhibitors of human SENP8 protease; Q96LD8; purified SENP8, Z-RLRGG-aminoluciferin cleavage, luminescence; inhibition, % at 10 µM; actives 1.2% (n = 330,000); AID 2540; in the data active = inhibition above about 50%
# Target sequence (Q96LD8 whole entry, looked up): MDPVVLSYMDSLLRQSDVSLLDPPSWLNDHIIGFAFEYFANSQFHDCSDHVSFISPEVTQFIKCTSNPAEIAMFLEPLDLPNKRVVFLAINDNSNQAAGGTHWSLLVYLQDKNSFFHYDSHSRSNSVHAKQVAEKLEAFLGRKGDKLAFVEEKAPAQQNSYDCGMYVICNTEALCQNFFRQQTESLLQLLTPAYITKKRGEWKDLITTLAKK
# SENP8 block-2: blocks human SENP8 cleavage of Nedd8 substrate. recombinant SENP8, Nedd8 substrate fluorescence. AID 602440. actives 0.64% (n = 360,000). inhibition, % at 20 µM; in the data active = inhibition mostly above about 40%, no sharp cut-off; inactive = mostly below about 27%
# PfGluPho inh: PfG6PD (Plasmodium falciparum) enzyme inhibition. PfGluPho enzyme, NADPH resazurin-diaphorase fluorescence. AID 504690. actives 0.78% (n = 350,000). inhibition, % at 20 µM;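 active = inhibition reaching at least a set limit at 20 µM in the primary screen, cut at about 59% in these data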;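 also: 0% = DMSO wells with substrate and 100% = DMSO wells lacking glucose-6-phosphate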
# SENP7 inh: blocks the human protease SENP7 | Q9BQF6 | actives 1.5% (n = 330,000) | recombinant SENP7, Z-RLRGG-aminoluciferin luminescence, 40 min | inhibition, % at 5 µM;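 active = inhibition above about 50% at the single test dose, limit read from the data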;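 also: plate controls were DMSO with enzyme for no effect and no enzyme buffer wells for full effect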
# Target sequence (Q9BQF6 706-1050 limits assumed): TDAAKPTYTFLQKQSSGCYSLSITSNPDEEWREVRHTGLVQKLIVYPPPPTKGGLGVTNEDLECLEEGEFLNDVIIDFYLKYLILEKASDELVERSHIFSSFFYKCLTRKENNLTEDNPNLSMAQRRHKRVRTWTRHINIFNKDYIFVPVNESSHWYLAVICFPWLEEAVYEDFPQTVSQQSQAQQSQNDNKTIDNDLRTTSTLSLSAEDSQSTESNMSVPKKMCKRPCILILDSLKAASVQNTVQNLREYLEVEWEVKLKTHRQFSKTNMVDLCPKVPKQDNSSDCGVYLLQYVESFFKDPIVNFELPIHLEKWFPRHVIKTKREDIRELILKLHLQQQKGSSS
# Apaf-1 inh: inhibitors of human Apaf-1 apoptosome; reconstituted apoptosome caspase-3 activity, DEVD-Rh110 fluorescence; inhibition, % at 20 µM; actives 0.71% (n = 330,000); AID 489030; active = inhibition of at least 40% at 20 µM;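 also: plate controls were DMSO wells for no effect and DEVD-CHO caspase inhibitor wells for full effect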
#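 Medium: Hepes buffer, pH 7.5 / System: biochemical Apaf-1 apoptosome reconstitution / Measured by: Rh110 fluorescence, excitation 480 nm, emission 540 nm / Times: compound with Apaf-1, dATP, procaspase-3 30 min, then 50 min reaction, room temperature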
# SENP1 inh: SENP1 (human) catalytic domain inhibition. AID 624204. actives 0.21% (n = 360,000). recombinant SENP1 catalytic domain, CyPet-SUMO1-YPet FRET cleavage. inhibition, % at 10 µM. Q9P0U3;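 active = inhibition at least 30% at 10 µM, raw YFP signal under a set limit, fluorescence ratio 0.5 to 1.5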;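 also: 0% = enzyme with DMSO and 100% = no enzyme wells; some results filed as inactive read as strong as hits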
# Target sequence (Q9P0U3 419-644 limits assumed): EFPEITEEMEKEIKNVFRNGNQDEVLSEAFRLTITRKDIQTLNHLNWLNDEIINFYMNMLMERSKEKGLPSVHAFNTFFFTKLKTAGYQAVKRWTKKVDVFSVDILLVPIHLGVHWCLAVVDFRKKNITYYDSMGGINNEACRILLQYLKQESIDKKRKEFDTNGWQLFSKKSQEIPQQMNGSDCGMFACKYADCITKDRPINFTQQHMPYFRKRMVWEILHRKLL
#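 Test system: recombinant human SENP1 catalytic domain, His6-tagged / Medium: pH 8 Tris buffer with EDTA, NaCl, BME, BSA, NP40, catalase / Also added: SUMO1 FRET substrate flanked by Cypet and Ypet, 25 nM / Times: 50 min reaction at room temperature / Signal: FRET, CFP and YFP emission / Control set: no-enzyme low control and enzyme-plus-DMSO high control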
# An asterisk follows results filed as active; i = inactive; . = no result given.
SMILES,HKDC1 inhibitor,SENP6 block,SENP8 block-1,SENP8 block-2,PfGluPho inh,SENP7 inh,Apaf-1 inh,SENP1 inh
Cc1ccc(S(=O)(=O)N2CCOCC2)cc1C(=O)NCc1ccccn1,-4,-7,-2,2,2,7,-5,0
CCOC(=O)CNc1nc(C(C)(C)C)nc2c1nnn2Cc1ccccc1Cl,-4,-17,-8,-2,16,-9,9,-5
Cn1cccc1C(=O)NC(=O)COC(=O)CNC(=O)c1ccc(Cl)cc1Cl,3,-8,1,8,6,4,3,-10
CCc1cc(C(=O)N(CCCOC)c2c(N)n(Cc3ccccc3)c(=O)[nH]c2=O)sc1C,-9,12,8,-82,17,-4,2,-12
C/C(=N\OC(=O)c1ccccc1F)c1nccs1,-1,79*,-6,16,14,79*,-8,1
CCCCSc1nnc(-c2cc3c(C(F)(F)F)nn(C)c3s2)n1C,1,-26,-7,-63,-3,-10,16,2
Clc1ccc(Nc2ccc(Cl)nn2)cc1,-4,-41,-7,12,16,-1,-9,1
Cc1cc(NC(=O)CN2C(=O)NC3(CCCCCC3)C2=O)no1,-9,11,8,10,-12,4,-4,3
O=C1N(Cc2cccnc2)C[C@@H]2C[C@@H](c3ccccc3C(F)(F)F)N3CCC[C@@]123,-7,1,-11,14,-3,-12,3,1
CCC(=O)N1CCN(C(C)=O)C1c1ccccc1 (configuration not stated),-1,2,4,2,-13,8,-3,1
Cc1ccccc1NC(=O)c1onc2c1CCCC2,-8,83*,66*,8,-22,55*,-4,0
OCC1(Cc2ccccc2C(F)(F)F)CCN(Cc2ccc3c(c2)CCO3)CC1,2,-21,-9,10,-13,-3,-5,0
CCOC(=O)c1ccccc1NC(=O)CN1C(=O)NC(C)(CCc2ccccc2)C1=O (configuration not stated),1,-11,0,-11,-6,-11,25,2
CC(C)(O)C#Cc1ccc(CN2CCN(Cc3ccsc3)C(CCO)C2)cc1 (configuration not stated),-12,-2,12,-178,2,5,6,-2
CC(=O)c1cc2c(cc1NC(=O)c1ccco1)OCCO2,-2,-20,-1,-429,-2,-3,-14,0

# Part of the list above, limited to SENP1 inh and SENP8 block-1:
Compound,SENP1 inh,SENP8 block-1
CCc1cc(C(=O)N(CCCOC)c2c(N)n(Cc3ccccc3)c(=O)[nH]c2=O)sc1C,-12,8
Cc1cc(NC(=O)CN2C(=O)NC3(CCCCCC3)C2=O)no1,3,8

# With a hit mark in SENP7 inh (from the list above):
Molecule	HKDC1 inhibitor	SENP6 block	SENP8 block-2	PfGluPho inh	SENP7 inh	SENP1 inh
C/C(=N\OC(=O)c1ccccc1F)c1nccs1	-1	79*	16	14	79*	1
Cc1ccccc1NC(=O)c1onc2c1CCCC2	-8	83*	8	-22	55*	0

# Following part:
SMILES,HKDC1 inhibitor,SENP6 block,SENP8 block-1,SENP8 block-2,PfGluPho inh,SENP7 inh,Apaf-1 inh,SENP1 inh
Cn1c(CNC(=O)c2ccc(Cl)cc2)nnc1SCC(=O)NC1=NCCS1,-4,-17,-10,2,14,-12,7,2
O=C(CN1CCN(S(=O)(=O)c2ccc(F)cc2)CC1)Nc1cc(C(F)(F)F)ccc1Cl,-4,-12,-10,31,4,9,26,0
Cc1ccccc1C(=O)c1cccn1CC(=O)NC1CCCC(C)C1C (configuration not stated),-2,1,-1,3,1,5,13,1
O=S(=O)(NCCc1cn2ccccc2n1)c1ccc(F)c(C(F)(F)F)c1,-5,-16,-9,-8,0,-13,18,-2
CC(=O)c1ccc(NS(=O)(=O)c2cc3c(cc2C)N(C(C)=O)CCO3)cc1,-1,1,-4,5,-18,1,-14,4
COC(=O)c1ccc(NC(=O)CCCN2C(=O)NC(C)(C)C2=O)cc1,-1,1,7,5,-23,-5,-1,-1
CCOC(=O)/C(C(N)=NCc1ccco1)=C(/O)c1ccccc1,-6,-9,6,13,17,2,-6,-1
CC(=O)c1c(C)[nH]c(C(=O)CN2CCN(S(=O)(=O)c3ccccc3F)CC2)c1C,0,-4,0,11,23,-2,-1,0
CCN(C(=O)N1CCOCC1)c1ccccc1C,-4,0,4,8,13,0,-16,1
COc1cccc(/C=N/N(C)C2=NS(=O)(=O)c3ccccc32)c1O,6,18,9,0,-1,3,12,2
CCOC(=O)C(C)Sc1cnccn1 (configuration not stated),-7,13,5,5,-1,3,-11,0
COc1ccc(N=C2CC(C)(C)CC(=O)/C2=C(/O)c2ccccc2)cc1,-6,-16,0,12,3,-5,-5,-2
Cc1cccc(C2=NN(c3ccccc3)[C@H](CO)[C@H]2c2ccc(Cl)cc2)c1,0,.,.,-375,30,3,23,-28
O=C(NC1CCCCC1)c1cc(S(=O)(=O)N2CCOCC2)ccc1Cl,5,-10,-6,3,-6,-1,5,0
COC(=O)CCCCCCCCCC[N+]1(C)CCCCC1,4,3,-1,11,-7,1,-4,1
CC(=O)Nc1ccc2c(CSc3nnc(-c4cccnc4)n3-c3ccc(C)cc3C)cc(=O)oc2c1,-4,-6,-3,-226,11,0,1,-11
Cc1c(-c2csc(N)n2)c2ccccc2n1C,-1,-20,-10,-10,5,-1,7,-6
O=C(COC(=O)c1cc(S(=O)(=O)N2CCOCC2)ccc1F)Nc1c(Cl)cccc1C(F)(F)F,-2,-6,0,6,-6,-5,-4,2
OC1COC(c2ccccc2)OC1C(O)C1OC(c2ccccc2)OCC1O (configuration not stated),-5,.,.,11,6,.,.,2
O=C(CN(Cc1cccs1)S(=O)(=O)c1ccc(S(=O)(=O)N2CCCCC2)cc1)Nc1ccccc1,10,-11,-6,3,-19,-5,7,2
CC1=C(CC(=O)c2ccc(Cl)cc2)C(=O)c2ccccc2C1=O,3,20,4,16,-1,11,32,3
O=S(=O)(c1cccc(NC(=S)N2CCN(c3cccc(Cl)c3)CC2)c1)C(F)F,19,-1,0,10,30,-2,37,0
CCOc1ccc2nc(N(CCCN(C)C)C(=O)c3ccc(S(=O)(=O)N4CCCC4)cc3)sc2c1,-2,-4,7,11,-1,-3,12,0
CCCN(C(=O)c1cc(S(=O)(=O)N2CCN(CC)CC2)ccc1Cl)C1CCS(=O)(=O)C1 (configuration not stated),0,.,.,15,-8,.,.,-2
CC(Sc1nc(N)c2c3c(sc2n1)CSC(C)(C)C3)C(=O)Nc1ccccc1 (configuration not stated),3,5,2,-175,4,-4,24,-6
Cc1ccc(CNCC(=O)Nc2ccc(N3CCOCC3)cc2)cc1,1,-18,-9,24,-14,1,5,0
COCCn1c(N)c(Sc2ccc(Cl)cc2)c(=O)[nH]c1=O,-4,-12,-11,4,6,-4,8,1
CCc1nc(SCC(=O)Nc2ccc3c(c2)OCCO3)c2oc3ccccc3c2n1,-3,-19,-1,20,-5,10,-18,0
CCCCCCC(=O)Nc1nc(C)c(-c2csc(Nc3cc(Cl)ccc3C)n2)s1,-2,-5,-5,-90,22,0,15,-12
O=C(NC1CC1)c1ccc(NC(=O)C2CCC2)cc1,-8,.,.,8,10,.,.,2
COc1ccc(Cl)cc1NC(=O)CC1CCCC1,-3,-8,-7,7,26,0,12,1
COc1cc(/C=C/C(=O)OCC(=O)N2CCCc3ccccc32)ccc1OCC#N,-6,18,-7,-108,2,-1,10,2
COc1cc(C(=O)NCC(=O)N/N=C/c2c(C)[nH]c3ccccc23)cc(OC)c1OC,-1,-24,6,17,46,6,-3,-2
COc1ccc(C(=O)Nc2ccc(S(=O)(=O)N3CCCC3)cc2)cc1,-5,15,7,2,15,5,6,-3
Nc1nnc(SCC(=O)Nc2ccc3c(c2)OCCO3)s1,-4,-2,6,9,-12,-1,-7,1
CN(CC(=O)c1c(N)n(C)c(=O)n(C)c1=O)c1ccccc1,0,12,0,15,21,5,-15,-6
CCOC(=O)[C@@H]1[C@H]2COc3ccccc3[C@@H]2N2C(=O)N(c3ccc(Br)cc3)C(=O)[C@]12C,-2,-15,-15,11,-5,-7,9,0
CCOc1ccc(-n2c(SCC(=O)Nc3ccccc3C)n[nH]c2=O)cc1,-6,5,10,7,1,1,-9,0
O=C(Nc1ccc(-c2nc3cccnc3s2)cc1)c1ccc(Br)o1,4,12,14,-405,13,13,19,-14
CS(=O)(=O)NNC(=O)c1sccc1OCc1ncc(C(F)(F)F)cc1Cl,3,-18,-7,28,-8,-7,-1,0
CN(C)C(=O)C(=O)c1cccn1-c1cccc(Cl)c1C#N,-8,13,-10,27,-8,1,-4,1
CC(C)(C(=O)O)n1cncn1,-3,2,-10,2,-6,-1,-1,1
Cc1ccc(Nc2nc3ccccc3c(=O)s2)cc1C,2,2,0,19,-7,2,-2,1
COc1cccc(NC(=O)COc2coc(CN3CCN(c4ccccc4)CC3)cc2=O)c1,1,-17,-17,7,4,-18,5,1
COCCNC(=O)c1c(N)n(/N=C/c2cccs2)c2nc3ccccc3nc12,-2,-11,0,i,6,-2,12,-123
Cc1cccc(NNC(=O)C2CCC2)c1,-2,-22,5,19,-19,6,-8,-1
Cc1n[nH]c(=S)n(/N=C/c2ccccn2)c1=O,-4,-2,-9,26,18,1,0,1
Cc1cc(N)n(-c2ccc3ccccc3c2)n1,5,3,-17,29,9,-1,3,-1
COc1ccc(C(=O)N2CCN=C2SC)cc1,8,-28,2,17,9,-3,4,3
O=S(=O)(c1ccc(NC(=S)NC2CC2)cc1)N1CCOCC1,-2,-18,-2,0,5,11,0,0
COc1ccc(OCC(=O)Nc2cc(-c3nn(C)c(=O)c4ccccc34)ccc2N2CCOCC2)cc1,-1,-8,-5,-33,7,3,16,3
Cc1cc(C)cc(N(C(=O)Cn2nnc3ccccc32)C(C(=O)NCc2ccco2)c2ccncc2)c1 (configuration not stated),-7,5,0,18,-6,-7,5,-1
Cc1ccc(C2(C)NC(=O)N(CC(=O)c3ccc(Cl)s3)C2=O)cc1 (configuration not stated),-1,1,6,14,13,-8,0,2
COc1ccc(/C=N/Nc2nc(N3CCCC3)nc(N3CCCC3)n2)cc1O,-2,-25,-12,-8,-6,-5,1,2
CC1O[C@H](OC2C(COC3OC(CO)C(O)[C@H](O)C3O)OC(OC3CC[C@]4(C)C(CC[C@@]5(C)[C@@H]4C=C[C@]46OC[C@@]7(CCC(C)(C)C[C@H]74)C(O)C[C@@]56C)C3(C)C)C(O)C2O)C(O)C(O)C1O (some centres not stated),1,-19,-2,18,-11,0,-3,0
CC(C)c1ccc(C(=O)Nc2ccc(CN3CCOCC3)cc2)cc1,-5,-3,8,20,-2,-1,9,0
S=c1[nH]c2cc(Cl)c3cccnc3c2o1,16,10,5,-7,25,8,46*,3
Cn1c(=O)c(=O)n(C)c2cc(S(=O)(=O)N3CCN(c4ccc(F)cc4)CC3)ccc21,-5,-1,-14,-49,2,-3,-7,0
COc1ccc(C2C(=O)N(C3CCCCC3)CC(=O)N2CCc2ccccc2)cc1OC (configuration not stated),-7,-4,-1,12,6,3,-1,0
O=S(=O)(O)c1cc(Cl)cc(N=Nc2ccc(O)cc2O)c1O,-33,.,.,36,-43,.,.,12
# Remaining list, next part
SMILES,HKDC1 inhibitor,SENP6 block,SENP8 block-1,SENP8 block-2,PfGluPho inh,SENP7 inh,Apaf-1 inh,SENP1 inh
Nc1cc(C(=O)OCC(=O)NCC2CCCO2)ccc1Cl (configuration not stated),0,-15,-8,-338,0,-10,7,2
OCCN1CCN(c2ncnc3nc[nH]c23)CC1,-4,-4,2,5,2,4,2,2
COc1ccccc1CNCc1ccc(OC)c(OC)c1OC,-7,-17,3,10,-13,1,-9,3
CC(=O)Nc1nnc(S(=O)(=O)N2CCN(c3ccc(Cl)cc3[N+](=O)[O-])CC2)s1,-1,-2,-5,16,-23,-12,3,2
